Screening data deposited in PubChem BioAssay by National Center for Advancing Translational Sciences (NCATS).
ATXN viability: viability counter-screen for ATXN expression inhibitors | S2 cells (HEK-293 line with an ATXN2-luciferase reporter) viability, CellTiter-Fluor protease fluorescence, 24 h | AID 651635 | Potency, µM (top dose mostly 56.7 µM), hits mostly cytotoxic | 0.49% of 400,000 active; note: nearly all actives have a fitted effect of over 40% in size
MCF10A rereplic: induces DNA re-replication in MCF 10a normal breast cells; MCF 10A DNA re-replication, Hoechst nuclear intensity, 48 h; Potency, µM (titrated, usually from 46.1 µM), inactives show at the top dose activity, positive = re-replication, usual class: activators; 2.9% of 350,000 active; note: % of control where 0% means no effect; nearly all actives have a fitted effect of over 50% in size
EPAC2 antagonist: blocks human EPAC2 exchange factor. EPAC2 GEF exchange of Rap1B-BODIPY-GDP, fluorescence. Potency, µM (series often up to 114 µM), for inactives: top-dose activity, negative = inhibition, hits mostly inhibitors. 0.18% of 360,000 active. AID 720708; note: % is set by controls: 0 for no effect and ±100 for the full control effect; nearly all actives have a fitted effect of over 45% in size; many of its hits are not listed in these tables
Target sequence (Q8WZA2 whole entry, looked up): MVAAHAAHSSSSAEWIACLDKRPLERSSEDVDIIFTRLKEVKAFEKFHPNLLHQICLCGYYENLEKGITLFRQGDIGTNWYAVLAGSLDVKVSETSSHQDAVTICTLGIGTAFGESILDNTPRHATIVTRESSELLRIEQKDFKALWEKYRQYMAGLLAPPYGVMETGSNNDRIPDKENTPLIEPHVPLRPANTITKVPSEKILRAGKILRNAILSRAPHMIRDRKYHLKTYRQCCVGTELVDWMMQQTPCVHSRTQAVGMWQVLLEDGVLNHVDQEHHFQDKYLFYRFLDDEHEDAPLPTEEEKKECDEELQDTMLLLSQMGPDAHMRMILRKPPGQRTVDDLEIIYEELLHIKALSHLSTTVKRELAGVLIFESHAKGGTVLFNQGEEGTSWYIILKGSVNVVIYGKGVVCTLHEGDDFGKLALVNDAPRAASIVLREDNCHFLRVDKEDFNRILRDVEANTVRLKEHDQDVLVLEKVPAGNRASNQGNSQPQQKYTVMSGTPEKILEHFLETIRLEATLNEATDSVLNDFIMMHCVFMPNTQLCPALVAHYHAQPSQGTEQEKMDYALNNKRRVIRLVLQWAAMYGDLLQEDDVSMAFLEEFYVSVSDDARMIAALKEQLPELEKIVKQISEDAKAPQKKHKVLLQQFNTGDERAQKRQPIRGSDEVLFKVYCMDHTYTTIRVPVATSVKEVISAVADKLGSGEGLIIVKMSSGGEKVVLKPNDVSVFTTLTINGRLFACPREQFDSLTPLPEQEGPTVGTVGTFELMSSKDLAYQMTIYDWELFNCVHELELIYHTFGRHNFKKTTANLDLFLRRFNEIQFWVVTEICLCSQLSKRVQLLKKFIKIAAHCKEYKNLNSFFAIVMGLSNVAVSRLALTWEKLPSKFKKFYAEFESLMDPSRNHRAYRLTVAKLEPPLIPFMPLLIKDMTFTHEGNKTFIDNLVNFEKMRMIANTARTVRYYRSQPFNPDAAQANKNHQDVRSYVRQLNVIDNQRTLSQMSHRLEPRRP
A549 tox: A549 cytotoxicity, counter-screen for Nrf2 inhibitors; A549 ARE-Fluc cells, CellTiter-Fluor viability, 18-24 h; Potency, µM (series often up to 46 µM), for the others: top-dose activity change, negative = cytotoxicity, actives largely listed as inhibitors; 0.16% of 390,000 active; note: % is set by controls: 0 for no effect and ±100 for the full control effect
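A549 ARE-Fluc cells in 5% FBS OPTI-MEM, 5000 cells/well, rested 2 h then exposed to compounds in concentration-response for 18-24 h at 37 °C. Viability by CellTiter-Fluor fluorescence (Ex 405/Em 525) after 30 min; luciferase luminescence (BugLite, 15 min, RT) read afterwards.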
TGFb inhibitor: inhibitors of TGF-b signaling; HepG2 CAGA-GFP TGF-b/SMAD3 reporter, GFP fluorescence, 18 h; TGF-beta stimulated, 500 pg/mL final; Potency, µM (highest dose often 46.1 µM), inactives show top-dose activity, negative = inhibition, actives largely listed as inhibitors; 1.2% of 410,000 active; AID 588855; note: % is set by controls: 0 for no effect and ±100 for the full control effect; nearly all actives have a fitted effect of over 65% in size
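Inhibition of TGF-beta-driven CAGA-GFP reporter expression in HEPG2 cells is measured by cellular GFP fluorescence after 18 h stimulation with 500 pg/mL recombinant TGF-beta in 1% FBS medium at 37 degrees C.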
Nrf2 ARE act: activators of Nrf2 (ARE) signaling; AREc32 ARE-luciferase reporter (MCF7-derived line), luminescence, 24 h; Potency, µM (top dose mostly 46.1 µM), inactives show at the highest dose activation, actives largely listed as activators; 0.31% of 410,000 active; note: % of control where 0% means no effect; nearly all actives have a fitted effect of over 65% in size
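Reporter line AREc32 (ARE-Fluc), seeded overnight in OPTI-MEM with 5% FBS; compound pin-transferred, 24 hr at 37 deg C, 5% CO2; luminescent read-out.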
ATXN2 expr inh: ATXN2 expression inhibition; HEK-293 ATXN2-luciferase reporter, luminescence, 24 h; AID 1745845; 0.72% of 360,000 active; Potency, µM (titrated, usually from 57 µM), without a hit: top-dose activity change, negative = inhibition, most hits filed as inhibitors; note: % is set by controls: 0 for no effect and ±100 for the full control effect; nearly all actives have a fitted effect of over 55% in size
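ATXN2-luciferase reporter cells (luciferase flanked by upstream and downstream ATXN2 gene portions) were treated 24 h at 37 °C with compounds at up to 57 uM. SteadyGlo luminescence gave expression; GF-AFC fluorescence gave viability.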
Nrf2 block: blocks Nrf2 signaling. A549 ARE-Fluc reporter, luciferase luminescence, 18-24 h. AID 504444. 2.1% of 360,000 active. Potency, µM (top dose mostly 46 µM), without a hit: at the top dose activity change, negative = inhibition, most hits filed as inhibitors; note: % is set by controls: 0 for no effect and ±100 for the full control effect; nearly all actives have a fitted effect of over 60% in size
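A549 ARE_Fluc cells, 5000/well, 5% FBS OPTI-MEM; compounds in dose-response, 18-24 h at 37 °C/5% CO2; CellTiter-Fluor viability read (Ex 405/Em 525), then BugLite luciferase luminescence = Nrf2 activity.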
HepG2 viability: kills HepG2 cells in TGF-b inhibitor counter-screen. AID 588856. Potency, µM (doses to about 46.1 µM), for inactives: top-dose activity change, negative = cytotoxicity, most hits filed as cytotoxic. 0.76% of 410,000 active. HepG2 CAGA-GFP viability, ATP luminescence, 18 h; note: some results filed as inactive show a strong effect at the top dose
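HepG2 CAGA-GFP cells (1000/well, DMEM with 1% FBS) received compound, then TGF-beta at 500 pg/mL final, and were incubated 18 hours at 37 degrees C. Viability was read by CellTiter-Glo luminescence. Media-only wells were set as complete cell-killing and DMSO as no toxicity.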
Starred values were filed as active, the others as inactive; i = inactive; u = inconclusive; x = no result given; [ ] = dose if it differs, or a comment. Calls come from the whole dose curve; as a rule, active = well fitted curve in the direction sought with a large enough effect; inconclusive = small, poorly fitted or top-dose-only effect, or another doubt; inactive = no such curve, though single readings can be large; an effect the other way counts as inactive or inconclusive. Potency is the fitted concentration of half-maximal effect. An excerpt; count on the stated rates, not on these rows.

Compound | ATXN viability | MCF10A rereplic | EPAC2 antagonist | A549 tox | TGFb inhibitor | Nrf2 ARE act | ATXN2 expr inh | Nrf2 block | HepG2 viability
Cc1cc(C)cc(C(=O)NC(CC(N)=O)c2ccc(N3CCN(c4ccccc4)CC3)c([N+](=O)[O-])c2)c1 (configuration not stated) | i | 18% | 3% | 1% | -7% | 0.0% | -18% | -10% | -8%
CNC[C@@H]1Oc2cc(Br)ccc2S(=O)(=O)N([C@@H](C)CO)C[C@@H]1C | u | x | 5% | x | 8% | -0.6% | 11% | x | -1%
COc1ccc(CNC(=O)C(C)OC(=O)c2cccs2)cc1 (configuration not stated) | i | -3% | 3% | -2% | 1% | -0.5% | -11% | 4% | 1%
COC(=O)c1ccc(COC(=O)CNC(=O)c2cccc(OC)c2)o1 | i | 3% | 5% | 1% | -2% | 0.3% | 6% | -5% | -1%
CCC(C)[C@H](NC(=O)OC(C)(C)C)C(=O)N/N=C/c1cccc2nccnc12 (some centres not stated) | i | 17% | 1% | -7% | -26% | -0.5% | -13% | u | -33%
Cc1ccc(S(=O)(=O)n2cc(CO)c3ccccc32)cc1 | i | 23% | -22% | 16% | u | 0.1% | -24% | 24% | -26%
Cc1ccc2cccc(OCC(=O)Nc3ccc4c(c3)OCO4)c2n1 | x | -2% | -3% | -9% | 14% | 2.2% | -19% | -8% | 41%
O=C(CSc1nnc(NC(=O)C2CC2)s1)Nc1ccccc1 | i | 18% | -6% | -3% | 13% | -0.4% | -6% | -20% | -6%
CCc1ccc(-c2csc3[n+]2CCN3C(C)=O)cc1 | i | u | 9% | -3% | 26% | 0.3% | 2% | 21% | -37%
CC1=C(C(=O)Nc2ccccn2)C(c2ccccc2Cl)NC(=S)N1 (configuration not stated) | i | 16% | -5% | 1% | -1% | 3.9% | 53%[activator] | 21% | -2%
O=C(COC(=O)CC1CCS(=O)(=O)C1)Nc1ccc(F)cc1 (configuration not stated) | i | -2% | 7% | 1% | 2% | -0.6% | x | u | 3%
CS(=O)(=O)c1cccc(C(=O)NCc2ccccc2)c1 | i | -2% | -4% | -2% | 0% | -0.1% | 1% | -2% | -31%
CC(C)C[C@H](NC(=O)OC(C)(C)C)C(=O)N/N=C/C1=Cc2ccccc2OC1C (some centres not stated) | u | u | u | u | u | 3.1% | u | 21µM* | -64%
COc1ccc(C2=NN(C(=O)CCCC(=O)O)C(c3cccs3)C2)cc1OC (configuration not stated) | i | u | -8% | -1% | u | 0.5% | -17% | -15% | 4%
O=C(CSc1nnc(C2CC2)n1Cc1ccccc1)N1CCNC1=O | i | -5% | 6% | -1% | 5% | -0.8% | 6% | 14% | 3%
COc1ccccc1-c1cnc(C(O)c2cccc(F)c2)[nH]1 (configuration not stated) | i | x | 5% | x | 5% | 12% | 8% | x | 7%
Cc1ccc(NC(=S)Nc2cccc3cnccc23)c(C)c1 | i | u | 2% | -1% | u | 0.0% | -1% | -17% | -1%
Cc1ccccc1-c1noc(-c2ccccc2C(=O)NCc2ccco2)n1 | i | -5% | -10% | 0% | -3% | u | -16% | -4% | -37%
CCOC(=O)N1CCN(Cc2nc(N)nc(Nc3ccc(Cl)cc3)n2)CC1 | i | 0% | 3% | 8% | -1% | 5.0% | 8% | 31% | -7%
CCC(c1nnnn1C(C)(C)CC)N1CCN(c2ccccc2F)CC1 (configuration not stated) | i | 11% | 6% | 0% | 2% | -0.2% | -16% | -7% | 4%
Cc1ccc(Cl)c(OCCN2CCc3ccccc3C2)c1 | i | 12% | -20% | 12% | -28% | 5.6% | x | 20% | -38%
COc1ccc(NC(=O)CSc2ncc3c(n2)-c2ccccc2N(C)S3(=O)=O)cc1Cl | u | x | x | -15% | 0% | 1.2% | -7% | -6% | -4%
CCN(C(=O)COC(=O)c1ccc2c(c1)OCO2)c1c(N)n(Cc2ccccc2)c(=O)[nH]c1=O | i | 3% | -2% | -6% | -24% | -0.2% | -8% | -1% | 1%
O=C(NCC1OCCc2ccccc21)c1ccc(NC(=O)c2cccc(Br)c2)cc1 (configuration not stated) | u | u | 0% | -6% | -13% | -0.5% | -17% | u | -21%
O=C(Nc1cccc(C(F)(F)F)c1)c1cc(CN2CCOCC2)on1 | i | x | x | 11% | 3% | 0.4% | -9% | 2% | -12%

(cont.)
SMILES,ATXN viability,MCF10A rereplic,EPAC2 antagonist,A549 tox,TGFb inhibitor,Nrf2 ARE act,ATXN2 expr inh,Nrf2 block,HepG2 viability
NC(=O)C1CCN(C(=O)CN(c2cccc(C(F)(F)F)c2)S(=O)(=O)c2ccccc2)CC1,i,-5%,-3%,-10%,0%,0.3%,-18%,-12%,-2%
Clc1cccc2sc(N3CCN(c4ccccc4)CC3)nc12,x,16%,2%,3%,-15%,5.9%,19%,1%,-32%
O=C(NCc1ccc(F)cc1)c1ccc2c(c1)N(Cc1c(F)cccc1Cl)C(=O)CS2,u,x,x,-8%,u,2.2%,1%,-4%[9.27 µM],-18%
NC(=O)c1ccc(N2CCCCC2)c(N2C(=O)C3CC=CCC3C2=O)c1 (configuration not stated),i,2%,0%,-6%,-2%,0.0%,9%,0%,4%
CC(C(=O)NC1CCCC1)N1C(=O)c2cccc3cccc1c23 (configuration not stated),i,0%,-9%,8%,-2%,0.3%,-11%,10%,1%
Cn1c(=O)c(=O)n(C)c2cc([N+](=O)[O-])c(N3CCOCC3)cc21,u,3%,2%,-19%,2%,-0.2%,-9%,-18%,3%
CN1C(=O)c2ccc(NC(=O)c3ccc(N4CCCCC4)c([N+](=O)[O-])c3)cc2C1=O,i,2%,-1%,0%,-15%,0.1%,-14%,-3%,0%
CC(/C=N\NC(=O)Cn1cncn1)=C/c1ccc(C(C)C)cc1,x,-3%,4%,1%,12%,-0.4%,3%,u,-3%
COc1ccccc1OCc1ccc(C(=O)Nc2ccccc2F)cc1,i,3%,9%,0%,0%,0.0%,16%,18%,-12%
O=C(C(=O)N1CCCCCC1)c1c[nH]c2ccccc12,i,-9%,0%,7%,-8%,4.1%,-11%,u,7%
CCOC(=O)CNC(=O)CSc1nc(-c2cccc(C)c2)ns1,i,-2%,13%,5%,8%,3.7%,-6%,5%,0%
C[C@H](CO)N1C[C@H](C)[C@@H](CN(C)CC2CCCCC2)Oc2c(NC(=O)Cc3ccccc3)cccc2C1=O,32µM*,u,u,-16%,16µM*,-1.7%,u,23µM*,16µM*

Random excerpt: five entries already listed, in no set order.
SMILES,ATXN viability,MCF10A rereplic,EPAC2 antagonist,A549 tox,TGFb inhibitor,Nrf2 ARE act,ATXN2 expr inh,Nrf2 block,HepG2 viability
NC(=O)C1CCN(C(=O)CN(c2cccc(C(F)(F)F)c2)S(=O)(=O)c2ccccc2)CC1,i,-5%,-3%,-10%,0%,0.3%,-18%,-12%,-2%
O=C(NCc1ccc(F)cc1)c1ccc2c(c1)N(Cc1c(F)cccc1Cl)C(=O)CS2,u,x,x,-8%,u,2.2%,1%,-4%[9.27 µM],-18%
O=C(C(=O)N1CCCCCC1)c1c[nH]c2ccccc12,i,-9%,0%,7%,-8%,4.1%,-11%,u,7%
NC(=O)c1ccc(N2CCCCC2)c(N2C(=O)C3CC=CCC3C2=O)c1 (configuration not stated),i,2%,0%,-6%,-2%,0.0%,9%,0%,4%
Cn1c(=O)c(=O)n(C)c2cc([N+](=O)[O-])c(N3CCOCC3)cc21,u,3%,2%,-19%,2%,-0.2%,-9%,-18%,3%

Next section.
SMILES,ATXN viability,MCF10A rereplic,EPAC2 antagonist,A549 tox,TGFb inhibitor,Nrf2 ARE act,ATXN2 expr inh,Nrf2 block,HepG2 viability
CC(C)CC(NS(=O)(=O)c1cc(C(=O)O)ccc1Cl)C(=O)O (configuration not stated),i,-11%,7%,5%,4%,-0.2%,2%,11%,-2%
CC1CCCCN1C(=O)c1ccc(C(=O)c2ccccc2)cc1 (configuration not stated),u,6%,-6%,3%,-25%,-0.1%,-12%,-12%,-20%
Cc1ccc(S(=O)(=O)N2CCCC2C(=O)Nc2ccc(Br)cc2)cc1 (configuration not stated),x,x,x,-2%,x,-0.4%,x,u,-32%
CCCc1cc(C(=O)OC)c(NC(=O)OCC)s1,i,16%,-10%,18%,22%,-0.2%,-2%,u,-4%
Cc1ccccc1CNC(=O)CCC(=O)N1Cc2ccccc2Oc2ncccc21,i,-2%,6%,-8%,-5%,1.0%,x,u,4%
COc1ccc2[nH]c(N=Nc3ccccc3C)c(O)c2c1,i,14%,-4%,1%,-1%,26%,44%[activator],u,-3%
Cc1ccc2c(c1)c1c(c(=O)n(-c3cccc(Cl)c3)c(=O)n1CC(=O)N1CCCC1)n2C,i,x,x,-6%,-6%,-0.4%,9%,5%,-2%
Cc1nc2cc(-c3cccc(F)c3)nn2c(C)c1CCC(=O)NC(C)CCc1ccco1 (configuration not stated),i,1%,-6%,0%,u,1.2%,u,0.82µM*,-42%
CN1C(=O)C(C)(C)c2cc(S(=O)(=O)N3CCN(c4cccc(Cl)c4)CC3)ccc21,i,-3%,-15%,4%,u,4.2%,-13%,-19%,-19%

Printed as active in TGFb inhibitor, among the entries above:
| SMILES | EPAC2 antagonist | TGFb inhibitor |
| --- | --- | --- |
| C[C@H](CO)N1C[C@H](C)[C@@H](CN(C)CC2CCCCC2)Oc2c(NC(=O)Cc3ccccc3)cccc2C1=O | u | 16µM* |
